Source: PubChem
RXFP1 ag: activates the human relaxin receptor RXFP1. Q9HBX9. HEK293T-RXFP1 cAMP TR-FRET, 30 min; response scale: percent of porcine relaxin response, buffer zero. Potency, µM (highest dose often 57.5 µM), without a hit: at the top dose activation, actives largely listed as activators. actives 0.3% (n = 370,000); note: potency is the fitted concentration of half-maximal effect; % is set by controls: 0 for no effect and ±100 for the full control effect; nearly all actives have a fitted effect of over 60% in size; many of its hits are not listed in these tables
Target sequence (Q9HBX9 whole entry, looked up): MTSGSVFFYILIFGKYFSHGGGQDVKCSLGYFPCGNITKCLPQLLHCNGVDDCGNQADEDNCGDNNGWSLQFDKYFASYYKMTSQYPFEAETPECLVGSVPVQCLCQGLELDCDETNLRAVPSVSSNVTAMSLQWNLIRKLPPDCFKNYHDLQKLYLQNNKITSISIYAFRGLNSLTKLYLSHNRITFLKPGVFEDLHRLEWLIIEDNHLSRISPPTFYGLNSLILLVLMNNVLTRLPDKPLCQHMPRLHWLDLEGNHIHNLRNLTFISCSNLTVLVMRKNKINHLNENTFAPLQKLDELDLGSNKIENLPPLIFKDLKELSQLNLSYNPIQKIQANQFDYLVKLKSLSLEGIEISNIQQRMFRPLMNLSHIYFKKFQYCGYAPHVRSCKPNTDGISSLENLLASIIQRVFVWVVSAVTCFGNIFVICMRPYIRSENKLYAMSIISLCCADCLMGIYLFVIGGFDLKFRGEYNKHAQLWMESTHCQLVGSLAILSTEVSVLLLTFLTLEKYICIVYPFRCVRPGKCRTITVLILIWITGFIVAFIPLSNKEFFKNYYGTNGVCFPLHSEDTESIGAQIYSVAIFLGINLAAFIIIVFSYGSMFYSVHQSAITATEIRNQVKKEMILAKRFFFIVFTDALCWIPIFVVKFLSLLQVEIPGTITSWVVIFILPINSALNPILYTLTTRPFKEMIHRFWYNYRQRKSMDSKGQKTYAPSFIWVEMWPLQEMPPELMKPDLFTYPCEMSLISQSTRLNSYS
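cAMP rise read by TR-FRET after 30 min, 37C compound exposure (up to 58 uM) in RXFP1-transfected HEK293 cells with Ro 20174 present. EC50 from Hill-equation fits, with 29 nM porcine relaxin as 100% and buffer as basal.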
LDHA inh: LDHA (human) enzyme inhibition | purified LDHA, NADH/diaphorase-resazurin fluorescence; hits give low values | activity change, % (values are at about 110 or 230 µM) | AID 1347041 | actives 0.15% (n = 480,000) | P00338; in the data active = activity change below about -30%; inconclusive = mostly about -25% to -30%;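 note: plate controls were DMSO wells for no effect and wells without enzyme for full effect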
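Resorufin fluorescence (ex540/em590), read at 0 and 20 min after diaphorase/resazurin addition, reports the NADH left after a 5 min room-temperature reaction of 2 nM human LDH5 with 0.06 mM NADH and 0.2 mM pyruvate.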
Vif-APOBEC3F blk: inhibitors of Vif-A3F interaction. HeLa A3F-eYFP + Vif (tagged APOBEC3F with the HIV-1 protein that degrades it), YFP fluorescence increase. Potency, µM (top dose mostly 46.1 µM), for the others: top-dose activity, negative = active. actives 0.2% (n = 390,000). AID 602313; note: potency is the fitted concentration of half-maximal effect; % of control where 0% means no effect; nearly all actives have a fitted effect of over 65% in size
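HeLa cells stably expressing Vif plus C-terminally eYFP-tagged A3F were seeded, incubated overnight at 37 deg C, dosed with compound, incubated overnight again at 37 deg C. Yellow fluorescence (Ex 488/Em 500-530) reported blocked Vif-mediated A3F-eYFP degradation.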
D1 PAM: human D1 dopamine receptor positive modulation. potentiation, % at 10 µM. AID 504651. P21728. actives 0.036% (n = 360,000). HEK293 TREx D1 cells, calcium flux, dopamine EC20 potentiation; in the data active = potentiation above about 30%; note: 0% is about no effect
D2 PAM: positive allosteric modulators of human D2 dopamine receptor. P14416. HEK293 T-REx D2, calcium flux, EC20 dopamine potentiation. potentiation, % at 10 µM. actives 0.34% (n = 340,000). AID 485347;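 active = potentiation over 3 SD above the plate norm, cut at about 30% in these data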; note: 0% is about no effect
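Using a no-wash calcium dye in inducible, force-coupled HEK293 Trex cells expressing D2, we tracked fluorescence each second for 180 s after compound, then for 180 s after EC20 dopamine to detect augmented signalling.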
D1 antagonist: blocks dopamine activation of the human D1 receptor. HEK293 TREx D1 cells, calcium flux, dopamine EC80; hits give low values. activity change, negative = inhibition, % at 10 µM. P21728. actives 3.2% (n = 360,000); in the data active = activity change below about -30%; note: % is set by controls: 0 for no effect and ±100 for the full control effect
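Allosteric or orthosteric antagonism assessed as attenuation of the calcium response to EC80 dopamine, added 180 s after compound, in induced HEK293 Trex D1 cells loaded with no-wash calcium dye.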
GRP78 ERSR act: induces the endoplasmic reticulum stress response in human glioma cells | U87-MG GRP78 promoter luciferase reporter, 16 h | Potency, µM, without a hit: top-dose activation, hits mostly activators | actives 0.02% (n = 420,000) | AID 602332; note: potency is the fitted concentration of half-maximal effect; series mostly up to about 76 µM; % of control where 0% means no effect; nearly all actives have a fitted effect of over 35% in size
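ERSR induction read as luciferase luminescence (Bright-Glo, 10 min at room temperature) in stably transfected human U87-MG glioma cells exposed to compounds for 16 h, using GRP78 as sensor.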
Vif-APOBEC3G blk: Vif-A3G binding inhibition; HeLa A3G-eYFP + Vif (tagged APOBEC3G with the HIV-1 protein that degrades it), YFP fluorescence, overnight; actives 0.076% (n = 410,000); Q9HC16; Potency, µM (doses to about 46.1 µM), without a hit: top-dose activity, negative = active, hits mostly inhibitors; AID 602310;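 note: potency is the fitted concentration of half-maximal effect; % is set by controls: 0 for no effect and ±100 for the full control effect; nearly all actives have a fitted effect of over 60% in size; hits raise eYFP signal because A3G escapes Vif-driven loss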
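HeLa cells stably expressing Vif and C-terminally eYFP-tagged A3G, seeded overnight at 37 deg C, then exposed to compound by pintool overnight at 37 deg C. Rise in yellow fluorescence (Ex 488/Em 500-530, Acumen) marks blocked Vif-driven A3G degradation.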
D1 ag: agonists of human D1 dopamine receptor; actives 1% (n = 360,000); HEK293 T-REx D1 cells, calcium flux, agonist mode; P21728; AID 504660; activation, % at 2 µM; in the data active = activation above about 30%; note: 0% is about no effect
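Agonism was scored from calcium flux recorded over 180 s (1 read/s) after pintool compound addition, following a 10-cycle baseline. Cells were inducible force-coupled HEK293 TREx D1, plated overnight at 30 C and loaded with no-wash calcium dye.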
* marks the source's active call; other numbers are inactive results; u = inconclusive; x = no result given; & = joins results of further samples. Unless noted, calls come from the whole dose curve; as a rule, active = well fitted curve in the direction sought with a large enough effect; inconclusive = small, poorly fitted or top-dose-only effect, or another doubt; inactive = no such curve, though single readings can be large; an effect the other way counts as inactive or inconclusive. The list is partial. The share of hits here may be higher or lower than overall.

SMILES	RXFP1 ag	LDHA inh	Vif-APOBEC3F blk	D1 PAM	D2 PAM	D1 antagonist	GRP78 ERSR act	Vif-APOBEC3G blk	D1 ag
CCOC(=O)C(C)NC(=O)C(NC(=O)C1CCC(CC)CC1)C(C)C (centres undefined)	2.1%	-3	-1%	-7	7	-10	-3%	3%	1
Cc1ccc(Nc2c(-c3cc(Br)ccc3F)nc3cc(C)ccn23)cc1	11%	-9	-7%	-4	7	4	-4%	-4%	0
CC(=O)c1c(C)[nH]c(C(=O)Nc2ccc(C)c(S(=O)(=O)N(C)C)c2)c1C	0.4%	1&1	0%	8	9	1	3%	-2%	2
CN1CCN(/N=C/c2ccc(N(C)c3ccccc3)cc2)CC1	-3.7%	-3	4%	-11	-13	x	2%	1%	7
O=C(C1COc2ccccc2O1)N1CCN(Cc2ccc3c(c2)OCO3)CC1 (centres undefined)	0.7%	-1	x	-10	-19	-21	-7%	1%	4
CC(C)C(=O)Nc1ccc2nn(-c3ccc(F)cc3)nc2c1	-0.8%	1	7%	-3	4	12	-4%	0%	1
CCN(c1nc(N)c(C(=O)N=C(N)N)nc1Cl)C(C)C	x	-5	-4%	x	x	x	-4%&0%	0%	x
CN(C)c1ccc(C(CNC(=O)c2ccc(F)cc2)c2c[nH]c3ccccc23)cc1 (centres undefined)	-2.1%	-5	0%	-2	18	-5	-3%	-7%	2
COC(=O)c1cccc(NC(=O)CCc2ccccc2)c1	0.4%	-3	-2%	-7	-1	9	8%	1%	2
O=C(COc1ccc(Cl)cc1Cl)NCCSc1ccc(Cl)cc1	3.2%	0	-9%	-8	9	-5	-4%	-8%	11
O=C(CN1CCN(C/C=C/c2ccccc2)CC1)Nc1cc([N+](=O)[O-])ccc1Cl	-1.5%	-23	3%	3	-2	4	-7%	-4%	2
CCOC(=O)Cc1csc(NC(NC(=O)CC)(C(F)(F)F)C(F)(F)F)n1	-0.1%	-1	4%	-1	8	-10	-5%	-1%	3
O=C(OCc1nc2ccsc2c(=O)[nH]1)c1ccccc1	8.0%	-8	-2%	-1	x	28	2%	0%	5
O=C(CSCC(=O)N1CCN(c2ccccc2)CC1)Nc1nc(-c2ccc(Cl)s2)cs1	0.0%	-7	-8%	22	-15	-14	1%	3%	-1
Cn1c(N)c(C(=O)COC(=O)/C=C/c2ccccc2)c(=O)n(C)c1=O	x	-3	1%	x	x	x	0%	-5%	x
COC(=O)c1cnc(Nc2ccc(Cl)cc2)c([N+](=O)[O-])c1	0.6%	-4	13%	1	-12	19	-1%	-5%	3
COc1ccccc1NNC(=O)c1cc(C(C)(C)C)nn1Cc1ccccc1	-0.1%	2	-2%	-8	1	7	6%	-5%	1
CCCCn1c(NC(C)CC)nc2c1c(=O)[nH]c(=O)n2C (centres undefined)	2.0%	0	4%	0	13	-1	-1%	-3%	0
COc1ccc2ccccc2c1/C=N/n1cnnc1	0.7%	0	-6%	-4	1	8	-2%	-2%	3
COC(=O)Cc1ccc(N(Cc2ccccc2F)S(=O)(=O)c2ccc(C)cc2)cc1	-0.3%	2	-16%	-8	-3	-8	-2%	-3%	19
Cn1cccc1C(NC(=O)c1ccccc1)C(Cl)(Cl)Cl (centres undefined)	3.9%	-1	2%	-2	-2	10	-4%	3%	3
O=C(COC(=O)c1ccccc1)NCc1ccco1	0.4%	-14	-14%	-6	-5	1	1%	2%	0
Cc1ccc(C(=O)N(Cc2cccnc2)Cc2cc3cc(C)ccc3n3nnnc23)cc1	1.5%	0	-15%	15	7	-4	-3%	2%	7
CCN(CC)c1ccc(N=Cc2ccc([N+](=O)[O-])o2)cc1	-4.7%	29	-13%	-1	6	2	-2%	u	2
Cc1ccc(NC(=O)CNC(=O)C23CC4CC(CC(C4)C2)C3)nc1	x	-8	-10%	x	x	x	0%	0%	x
CCCCNS(=O)(=O)C1CCS(=O)(=O)C1 (centres undefined)	-3.7%	-2	-1%	0	-5	2	-2%	-5%	-1
O=C1O/C(=C/c2ccccc2)c2ccccc21	-0.1%	3	-7%	0	0	-23	6%	-5%	0
CCNc1nc2c(c(=O)[nH]c(=O)n2C)n1CCCc1ccccc1	-2.1%	-1	-3%	2	5	0	-6%	-1%	0
O=c1c2ccccc2cnn1-c1ccc(Br)cc1	1.0%	-10	2%	-3	-7	-16	-4%	0%	3
Cc1ccc(NC(=O)CCNC(=O)c2ccc(Cl)cc2)cc1C	0.1%	-2	-3%	16	2	-10	-1%	-8%	1
COc1ccc(C(=O)NCCc2nnc3ccc(SCC(=O)Nc4ccccc4)nn23)cc1	-3.2%	-5	u	-2	-18	3	-5%	-4%	2
Nc1nonc1-c1noc(CCCCCN2C(=O)c3ccccc3C2=O)n1	-2.8%	0	5%	-6	5	-20	6%	1%	6
O=C(Cc1cccc(NC(=O)C2CCN(C(=O)C3CCCCC3)CC2)c1)Nc1cccc(C(=O)N2CCCC2)c1	1.3%	0	0%	0	19	-3	-4%	-9%	0
COc1ccccc1N1CCN(C(=O)c2cn(C)c3ccc(S(=O)(=O)N4CCOCC4)cc3c2=O)CC1	0.2%&-0.3%	-2&-7	0%&1%	-4&1	17&-6	4&5	-2%&-1%	-2%&4%	1&1
COc1ccc2oc(-c3ccc(C)c(NC(=O)c4ccc(N5CCCCC5)c([N+](=O)[O-])c4)c3)nc2c1	0.4%	-8	3%	2	2	-9	1%	1%	-1
COc1ccccc1C(=O)N/N=C/c1c[nH]c2ccccc12	3.7%	-2	-18%	-5	0	-8	5%	-2%	1
O=[N+]([O-])c1cccc(C(=NCc2ccccc2)NO)c1	0.3%	-1	4%	-6	-7	-20	0%	-4%	2
Cn1c(=O)c2sccc2n2c(CCCC(=O)N3CCN(c4ccccn4)CC3)nnc12	u	-1	3%	9	3	-10	-4%	5%	0
COc1cc([N+](=O)[O-])cc(/C=N/NC(=O)Cn2nc(C)cc2C)c1O	-0.1%	6	3%	-13	-15	-12	-8%	-1%	1
COc1ccc(CCNC(=O)CCC(=O)N2CCOc3ccc(C)cc32)cc1OC	-0.7%	-6	3%	0	3	1	-1%	4%	3
COc1ccc(-c2cc(C(=O)N3CCN(c4ccc(F)cc4)CC3)no2)cc1OC	0.3%&5.9%	-8&-10	-1%&0%	-9&0	11&1	-2&10	-1%&-5%	5%&1%	1&-2
CCCOc1ccc(CN(C(=O)c2cc(=O)c3ccc(C)cc3o2)C2CCS(=O)(=O)C2)cc1 (centres undefined)	0.9%	-4	2%	-1	13	-7	-2%	-1%	-2
O=C(O)c1sc2cc(C(F)(F)F)cnc2c1-c1cccs1	2.1%	-6	9%	6	0	-13	2%	0%	4
Cn1nnc2cc(C(=O)N3CCN(c4ccccc4)CC3)ccc21	0.4%	3	-17%	-2	8	-6	-1%	-1%	1
Cc1ccc(C)c(NC(=S)NC(NC(=O)Cc2ccccc2)C(Cl)(Cl)Cl)c1 (centres undefined)	0.1%	-8	u	-4	-11	16	-4%	2%	-1
CCc1ccc2nc(N3CCN(C(=O)c4ccccc4)CC3)sc2c1	0.3%	-11	2%	0	6	x	-1%	9%	0
COc1ccc(C(=O)N2CCC(C(=O)NC3CC3)CC2)cc1	1.2%	-4	-9%	-3	12	-14	-1%	5%	1
CCn1c(SCC(=O)c2ccccc2)nc2c(c1=O)SC(C)C2 (centres undefined)	-0.7%	-4	-10%	-3	13	-6	-3%	1%	1
COc1ccccc1OS(=O)(=O)c1ccc(NC(C)=O)cc1	-2.9%	-11	-9%	1	-2	-12	-2%	-1%	6
CCCSc1oc(-c2ccco2)nc1S(=O)(=O)c1ccc(Br)cc1	0.4%	2	-1%	2	x	-36*	-3%	5%	17

Looked up by structure from the list above (three):
SMILES	RXFP1 ag	LDHA inh	Vif-APOBEC3F blk	D1 PAM	D2 PAM	D1 antagonist	GRP78 ERSR act	Vif-APOBEC3G blk	D1 ag
CCn1c(SCC(=O)c2ccccc2)nc2c(c1=O)SC(C)C2 (centres undefined)	-0.7%	-4	-10%	-3	13	-6	-3%	1%	1
COc1ccccc1OS(=O)(=O)c1ccc(NC(C)=O)cc1	-2.9%	-11	-9%	1	-2	-12	-2%	-1%	6
CCc1ccc2nc(N3CCN(C(=O)c4ccccc4)CC3)sc2c1	0.3%	-11	2%	0	6	x	-1%	9%	0

(cont.)
SMILES	RXFP1 ag	LDHA inh	Vif-APOBEC3F blk	D1 PAM	D2 PAM	D1 antagonist	GRP78 ERSR act	Vif-APOBEC3G blk	D1 ag
COc1ccc(-n2cc(CN3CCC(OC)CC3)c(-c3cccc(F)c3)n2)cc1	-2.7%	-3	-20%	-2	-14	-1	-2%	3%	4
C/C(=C/C#N)Nc1ccc(C)cc1	0.5%	0	11%	3	10	-5	-3%	2%	1
COc1ccc(Nc2oc(COc3cccc(C)c3)nc2C#N)cc1	1.8%	-3	-2%	-2	5	-3	-3%	-2%	-2
COC(=O)C1=C(C)N(CCc2cc(OC)c(OC)c(OC)c2)C(=O)N[C@H]1c1cccs1	8.4%	x	x	1	x	-11	x	x	1
CC(=O)Nc1ccc(C(=O)NCC(c2ccco2)N(C)C)cc1 (centres undefined)	x	-1	1%	x	x	x	1%	-1%	x
Cc1cc(SCC(=O)OCC(=O)N(CCC#N)c2ccccc2)nc2ccccc12	2.4%	0	-6%	-4	5	13	-5%	1%	5
CSCC[C@H](NS(=O)(=O)c1ccc(C)cc1)C(=O)N1CCC(C(=O)N[C@@H](C)C(=O)O)CC1	0.3%	1	-4%	-3	-9	-12	-2%	-2%	-1
CC1C2NC(=O)N(Cc3ccccc3)C1(C)Oc1ccccc12 (centres undefined)	0.2%	-7	-12%	0	-3	5	-4%	0%	0
CCC[C@H]1CN(c2ccc(OC)cc2)C(=O)[C@@H]1CC(=O)Nc1ccccc1	x	2	-9%	x	x	x	-2%	-2%	x
O=C(Nc1ccc(F)c(Cl)c1)C1CCN(c2ncnc3c2nc2n3CCCCC2)CC1	2.1%	-5	6%	-9	-28	-9	-5%	5%	0
Cc1ccc(NC(=O)CN2C(=O)COc3ccc(S(=O)(=O)N4CCOCC4)cc32)c(Cl)c1	1.5%	-2	1%	-3	2	11	-3%	-2%	1
